Screening data as filed in PubChem BioAssay.
MrgX1 ag – agonists of human MrgX1 receptor | MrgX1-HEK293 cells, Fluo-4 calcium fluorescence, agonist mode; hits give high values | Q96LB2 | 310,000 tested, 0.44% active | B-score at 10 µM;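 active = calcium response B-score plate-corrected fluorescence ratio at least 3 library SD, with starting fluorescence B-score inside 5 SD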
Target sequence (Q96LB2 whole entry, looked up): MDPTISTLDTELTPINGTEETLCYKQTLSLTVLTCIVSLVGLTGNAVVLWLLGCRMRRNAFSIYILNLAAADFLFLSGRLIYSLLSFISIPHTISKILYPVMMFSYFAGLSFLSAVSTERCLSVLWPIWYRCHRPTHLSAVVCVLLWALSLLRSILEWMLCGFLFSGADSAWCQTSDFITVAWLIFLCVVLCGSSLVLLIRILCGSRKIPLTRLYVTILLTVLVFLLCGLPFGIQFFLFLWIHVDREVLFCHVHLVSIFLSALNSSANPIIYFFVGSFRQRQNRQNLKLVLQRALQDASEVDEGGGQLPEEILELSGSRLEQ
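Material: MrgX1-expressing HEK293 cells / Dosing: compound as first of three additions / Incubation: overnight seeding, then 1 h dark dye loading / Signal: Fluo-4 NW calcium fluorescence / Evaluation: B-scored fluorescence response ratio / Benchmarks: positive and negative control wells on each plate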
TRPC4 act – activators of mouse TRPC4 channel; Q9QUQ5; HEK293 TRPC4beta/mu-opioid, Fluo4 calcium fluorescence; hits give high values; B-score at 10 µM; 310,000 tested, 0.49% active; AID 2237;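 active = B-score above 5 SD of library B-scores, and initial fluorescence ratio not above library mean plus 5 SD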;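 note: positive B-score marks a calcium rise read as TRPC4 activation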
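system = HEK293 cells stably co-expressing mouse TRPC4beta and mu-opioid receptor | schedule = Fluo4 dye loading 45 min at room temperature, 110 s recording | measure = B-scored integrated calcium fluorescence ratio | signal = Fluo4 calcium-sensitive dye fluorescence, kinetic, 1 Hz baseline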
MrgX1 allo act – allosterically activates human MrgX1 receptor signaling; Q96LB2; MrgX1-HEK293, Fluo-4 calcium flux, FDSS; hits give high values; B-score at 10 µM; 310,000 tested, 0.63% active; AID 588675;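 active = plate-corrected calcium response at least 3 library SD above typical, normal starting fluorescence, not activating the receptor alone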;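 note: compound read alongside a low EC10 to EC30 dose of BAM8-22 agonist; peak minus trough fluorescence over baseline measured at the second addition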
TRPC6 act – activators of mouse TRPC6 channel. 310,000 tested, 0.13% active. B-score at 10 µM. HEK293-TRPC6 membrane potential dye fluorescence; hits give high values. Q61143;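 active = B-score of the integrated fluorescence ratio above library mean plus 3 SD, and starting fluorescence ratio within library mean plus 5 SD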;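 note: higher score means more depolarization so channel activation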
TRPC4 inh – blocks the mouse TRPC4 cation channel | Q9QUQ5 | AID 2247 | HEK293 TRPC4beta/mu-opioid, DAMGO-evoked Fluo4 calcium flux; hits give low values | 300,000 tested, 0.39% active | B-score at 10 µM;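 active = B-score over 3 SD under the library average, no early fluorescence shift, positive overall ratio signal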
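Material: HEK293 cells with stable TRPC4beta plus mu-opioid receptor expression; probe or stimulus: DAMGO in two steps, submaximal then maximal; technique: Fluo4 calcium fluorescence by kinetic imaging, 5 s 1 Hz baseline; measure: integrated fluorescence ratio relative to baseline, converted to per-well B score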
TRPC6 inh – inhibitors of mouse TRPC6 channel; 310,000 tested, 1.1% active; B-score at 10 µM; Q61143; HEK293-TRPC6, membrane potential dye, ACh-evoked depolarization; hits give low values; AID 2553;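 active = B-score under library mean minus 3 SD, initial fluorescence not abnormally high, positive integrated signal ratio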;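 note: B-score derived from integrated fluorescence ratio over the kinetic read; more negative B-score means stronger inhibition of depolarization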
PolyA inhibitor – inhibitors of polyadenylation in S. cerevisiae; S. cerevisiae SKY197-pL101 polyadenylation reporter, beta-gal luminescence; efflux-impaired pdr1/pdr3 knockout yeast; score 100 = 6 SD above DMSO; calls only at 12 µM; 300,000 tested, 0.02% active; AID 1875;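 active = lowest replicate activity score at least 50, where 100 means six control SD above control mean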;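 note: yeast exposed to compound for 9 h at 30 °C; higher score means more reporter readthrough which indicates perturbed polyadenylation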
TRPC4 PAM – allosteric potentiators of mouse TRPC4 channel. Q9QUQ5. HEK293 TRPC4beta/mu-opioid, DAMGO EC20, Fluo-4 Ca2+ flux; hits give high values. B-score at 10 µM. 310,000 tested, 0.42% active. AID 2227;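 active = B-score of calcium response area above 5 SD of library B-scores, with initial fluorescence ratio within 5 SD of library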;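 note: B-score of integrated fluorescence ratio over time as area under calcium response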
AI-2 QS modul – Vibrio harveyi AI-2 quorum sensing modulation; 300,000 tested, 0.4% active; activity change, % at 7.5 µM; Vibrio harveyi JMH597 AI-2 luminescence/OD600 ratio, 9 h; hits give low values; strain lacks LuxN and CqsS sensors; 0 = neutral-control median; in the data active = activity change below about -75%, passing the limit was not always enough;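 note: luminescence divided by OD600 gain over 9 h not by final OD600 alone; inactives centre near 13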
HIF activator – HIF pathway transcriptional activation. 300,000 tested, 0.32% active. AID 1910. activation, % at 7.5 µM (by protocol). U2OS HRE-luciferase reporter, luminescence; normalized: DMSO 0%, desferrioxamine 100%;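 active = mean activation of at least 10% of the iron chelator positive control signal, with at least half of replicates also reaching 10%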
MrgX1 antag – human MrgX1 receptor antagonism, primary screen; Q96LB2; MRGX1-HEK293 calcium flux, Fluo-4, BAM8-22 antagonism; hits give low values; B-score at 10 µM; 310,000 tested, 1.3% active;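 active = calcium-response B-score plate-corrected more than 3 library SD below zero, starting fluorescence within 5 deviations, no agonist response on first addition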;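 note: peak minus trough fluorescence over baseline after final BAM8-22 challenge near maximal dose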
The depositor's hits bear a star. Not all compounds are listed; rates above refer to the full screens.

`Cc1ccc(F)c(NC=C2C(=O)OC(C)(C)OC2=O)c1` gave MrgX1 ag inactive, TRPC4 act inactive, MrgX1 allo act inactive, TRPC6 act inactive, TRPC4 inh inactive, TRPC6 inh inactive, PolyA inhibitor inactive, TRPC4 PAM inactive, AI-2 QS modul 7, HIF activator -0.4 and MrgX1 antag inactive.
Screening O=P(O)(COc1ccccc1)COc1ccccc1 returned MrgX1 ag inactive, TRPC4 act inactive, MrgX1 allo act inactive, TRPC6 act inactive, TRPC4 inh inactive, TRPC6 inh inactive, PolyA inhibitor inactive, TRPC4 PAM inactive, AI-2 QS modul 25, HIF activator -0.1 and MrgX1 antag inactive.
Screening CCOC(=O)c1c(C)[nH]c(C)c1C(=O)CSc1nc2ccccc2[nH]1 returned MrgX1 ag inactive, TRPC4 act inactive, MrgX1 allo act inactive, TRPC6 act inactive, TRPC4 inh inactive, TRPC6 inh inactive, PolyA inhibitor inactive, TRPC4 PAM inactive, AI-2 QS modul -8, HIF activator 0.8 and MrgX1 antag inactive.
Screening CN1CCN(C(=O)/C(=C/c2cn(S(=O)(=O)N(C)C)c3ccccc23)NC(=O)c2ccccc2Cl)CC1 returned MrgX1 ag inactive, TRPC4 act inactive, MrgX1 allo act inactive, TRPC6 act inactive, TRPC4 inh inactive, TRPC6 inh inactive, PolyA inhibitor inactive, TRPC4 PAM inactive, AI-2 QS modul -1, HIF activator -0.1 and MrgX1 antag inactive.
Screening COc1cc(C(=O)Nc2ccc(F)cc2Cl)ccc1OCC(=O)N1CCOCC1 returned MrgX1 ag inactive, TRPC4 act inactive, MrgX1 allo act inactive, TRPC6 act inactive, TRPC4 inh inactive, TRPC6 inh inactive, PolyA inhibitor inactive, TRPC4 PAM inactive, AI-2 QS modul 22, HIF activator -1.6 and MrgX1 antag inactive.
Screening O=S(=O)(c1ccc(Br)cc1)N1CCN(c2ccc3nnc(-c4ccccc4)n3n2)CC1 returned MrgX1 ag inactive, TRPC4 act inactive, MrgX1 allo act inactive, TRPC6 act inactive, TRPC4 inh inactive, TRPC6 inh inactive, PolyA inhibitor inactive, TRPC4 PAM inactive, AI-2 QS modul -22, HIF activator -0.2 and MrgX1 antag inactive.
For C=CCn1c(SCc2nnc(-c3ccccc3)o2)nnc1C(O)c1ccccc1 (stereo not drawn) the results were MrgX1 ag inactive, TRPC4 act inactive, MrgX1 allo act inactive, TRPC6 act inactive, TRPC4 inh inactive, TRPC6 inh inactive, PolyA inhibitor inactive, TRPC4 PAM inactive, AI-2 QS modul 27, HIF activator -0.2 and MrgX1 antag inactive.
For COc1ccc(C(=O)NNC(=O)C2CCN(S(=O)(=O)c3ccc(C)cc3)CC2)cc1 the results were MrgX1 ag inactive, TRPC4 act inactive, MrgX1 allo act inactive, TRPC6 act inactive, TRPC4 inh inactive, TRPC6 inh inactive, PolyA inhibitor inactive, TRPC4 PAM inactive, AI-2 QS modul 42, HIF activator 0.9 and MrgX1 antag inactive.
`COc1cc2cc(C)c(SCC(=O)N3CCOCC3)nc2cc1OC` gave MrgX1 ag inactive, TRPC4 act inactive, MrgX1 allo act inactive, TRPC6 act inactive, TRPC4 inh inactive, TRPC6 inh inactive, PolyA inhibitor inactive, TRPC4 PAM inactive, AI-2 QS modul 17, HIF activator -8.3 and MrgX1 antag inactive.
Screening CCn1c(SCC(=O)Nc2oc(-c3ccccc3)c(-c3ccccc3)c2C#N)nnc1-c1ccncc1 returned MrgX1 ag inactive, TRPC4 act inactive, MrgX1 allo act inactive, TRPC6 act inactive, TRPC4 inh inactive, TRPC6 inh inactive, PolyA inhibitor inactive, TRPC4 PAM inactive, AI-2 QS modul 3, HIF activator 1.8 and MrgX1 antag inactive.
For COc1ccccc1CSc1nc2c(c(=O)n(C)c(=O)n2C)n1C the results were TRPC4 act inactive, TRPC6 act inactive, TRPC4 inh inactive, TRPC6 inh inactive, PolyA inhibitor inactive, TRPC4 PAM inactive, AI-2 QS modul 9 and HIF activator 0.3.
CNC(=O)c1ccc(NC(=O)Cc2ccc(S(=O)(=O)N3CCOCC3)s2)cc1 was read as MrgX1 ag inactive, TRPC4 act inactive, MrgX1 allo act inactive, TRPC6 act inactive, TRPC4 inh inactive, TRPC6 inh inactive, PolyA inhibitor inactive, TRPC4 PAM inactive, AI-2 QS modul 4, HIF activator 0.0 and MrgX1 antag inactive.
Cc1ccc(NC(=O)CCCn2c(=S)[nH]c3ccsc3c2=O)cc1C was read as MrgX1 ag inactive, TRPC4 act inactive, MrgX1 allo act inactive, TRPC6 act inactive, TRPC4 inh inactive, TRPC6 inh inactive, PolyA inhibitor inactive, TRPC4 PAM inactive, AI-2 QS modul 1 and MrgX1 antag inactive.
O=C(CN1CCN(S(=O)(=O)N2CCCCCC2)CC1)Nc1ccc(Br)cc1 was read as MrgX1 ag inactive, TRPC4 act inactive, MrgX1 allo act inactive, TRPC6 act inactive, TRPC4 inh inactive, TRPC6 inh inactive, PolyA inhibitor inactive, TRPC4 PAM inactive, AI-2 QS modul 21, HIF activator 0.0 and MrgX1 antag inactive.
Screening CNc1ccc(Cl)nn1 returned MrgX1 ag inactive, TRPC4 act inactive, MrgX1 allo act inactive, TRPC6 act inactive, TRPC4 inh inactive, TRPC6 inh inactive, PolyA inhibitor inactive, TRPC4 PAM inactive, AI-2 QS modul 1, HIF activator -0.2 and MrgX1 antag inactive.
For Cc1cc(=O)oc2cc(OCC(=O)Nc3ccc(N4CCC(C)CC4)cc3)ccc12 the results were MrgX1 ag inactive, TRPC4 act inactive, MrgX1 allo act inactive, TRPC6 act inactive, TRPC4 inh inactive, TRPC6 inh inactive, PolyA inhibitor inactive, TRPC4 PAM inactive, AI-2 QS modul 2, HIF activator -0.2 and MrgX1 antag inactive.
For COC(=O)Cn1c2c(c3cc(C)ccc31)CCCC2 the results were MrgX1 ag inactive, TRPC4 act inactive, MrgX1 allo act inactive, TRPC6 act inactive, TRPC4 inh inactive, TRPC6 inh inactive, PolyA inhibitor inactive, TRPC4 PAM inactive, AI-2 QS modul 4, HIF activator 0.3 and MrgX1 antag inactive.
For c1ccc(SCc2cn(C[C@H]3CC[C@@H]([C@@H]4CC[C@H](Cn5cc(CSc6ccccc6)nn5)O4)O3)nn2)cc1 the results were MrgX1 ag inactive, TRPC4 act inactive, MrgX1 allo act inactive, TRPC6 act inactive, TRPC4 inh inactive, TRPC6 inh inactive, PolyA inhibitor inactive, TRPC4 PAM inactive, AI-2 QS modul 19, HIF activator 0.1 and MrgX1 antag inactive.
COc1ccc(CNC(=O)COC(=O)CCCOc2ccc(Cl)cc2Cl)cc1OC was read as MrgX1 ag inactive, TRPC4 act inactive, MrgX1 allo act inactive, TRPC6 act inactive, TRPC4 inh inactive, TRPC6 inh inactive, PolyA inhibitor inactive, TRPC4 PAM inactive, AI-2 QS modul 9, HIF activator -1.5 and MrgX1 antag inactive.
For CCN(CC(=O)NC(=O)NC1CCCCC1)Cc1ccccc1 the results were MrgX1 ag inactive, TRPC4 act inactive, MrgX1 allo act inactive, TRPC6 act inactive, TRPC4 inh inactive, TRPC6 inh inactive, PolyA inhibitor inactive, TRPC4 PAM inactive, AI-2 QS modul 23, HIF activator 0.2 and MrgX1 antag inactive.
Screening COc1ccc(CCNS(=O)(=O)c2ccc(F)cc2)cc1OC returned MrgX1 ag inactive, TRPC4 act inactive, MrgX1 allo act inactive, TRPC6 act inactive, TRPC4 inh inactive, TRPC6 inh inactive, PolyA inhibitor inactive, TRPC4 PAM inactive, AI-2 QS modul 8 and MrgX1 antag inactive.
Screening COc1ccc(OC(C)C(=O)NCCc2nc3ccccc3[nH]2)cc1 (stereo not drawn) returned MrgX1 ag inactive, TRPC4 act inactive, MrgX1 allo act inactive, TRPC6 act inactive, TRPC4 inh inactive, TRPC6 inh inactive, PolyA inhibitor inactive, TRPC4 PAM inactive, AI-2 QS modul 14, HIF activator 0.7 and MrgX1 antag inactive.
For O=C(c1cccn2c(=O)c3ccc(Cl)cc3nc12)N1CCN(Cc2ccc3c(c2)OCO3)CC1 the results were MrgX1 ag inactive, TRPC4 act inactive, MrgX1 allo act inactive, TRPC6 act inactive, TRPC4 inh inactive, TRPC6 inh inactive, PolyA inhibitor inactive, TRPC4 PAM inactive, AI-2 QS modul -11, HIF activator -0.1 and MrgX1 antag inactive.
For O=C(COc1ccccc1)N1CCN(C(=O)c2cccs2)CC1 the results were MrgX1 ag inactive, TRPC4 act inactive, MrgX1 allo act inactive, TRPC6 act inactive, TRPC4 inh inactive, TRPC6 inh inactive, PolyA inhibitor inactive, TRPC4 PAM inactive, AI-2 QS modul 12, HIF activator 0.2 and MrgX1 antag inactive.
FC(F)Sc1ccc(NC(=S)NC2CCCCC2)cc1 was read as MrgX1 ag inactive, TRPC4 act inactive, MrgX1 allo act inactive, TRPC6 act inactive, TRPC4 inh inactive, TRPC6 inh inactive, PolyA inhibitor inactive, TRPC4 PAM inactive, AI-2 QS modul -29, HIF activator 2.1 and MrgX1 antag inactive.
COc1ccc2nc(C)cc(SCC(NC(C)=O)C(=O)OC(C)C)c2c1 (stereo not drawn) was read as MrgX1 ag inactive, TRPC4 act inactive, MrgX1 allo act inactive, TRPC6 act inactive, TRPC4 inh inactive, TRPC6 inh inactive, PolyA inhibitor inactive, TRPC4 PAM inactive, AI-2 QS modul 24, HIF activator 0.1 and MrgX1 antag inactive.
Screening COC(=O)c1ccc(C(=O)OC)c(NC(=O)CS(=O)(=O)Cc2ccccc2)c1 returned MrgX1 ag inactive, TRPC4 act inactive, MrgX1 allo act inactive, TRPC6 act inactive, TRPC4 inh inactive, TRPC6 inh inactive, PolyA inhibitor inactive, TRPC4 PAM inactive, AI-2 QS modul 13, HIF activator 0.2 and MrgX1 antag inactive.
COc1ccc(C(=O)CN2C3=NCCCN3c3ccccc32)cc1OC was read as MrgX1 ag inactive, TRPC4 act inactive, MrgX1 allo act inactive, TRPC6 act inactive, TRPC4 inh inactive, TRPC6 inh inactive, PolyA inhibitor inactive, TRPC4 PAM inactive, AI-2 QS modul 33, HIF activator -7.4 and MrgX1 antag inactive.
